VLA-4 inh – inhibition in a human VLA-4 binding assay; P13612; VLA-4 expressing cells, ligand binding flow cytometry; inhibition, % (about 7 µM as worked out from the volumes in the protocol); hit rate 0.2% among 330,000; in the data active = inhibition above about 50%
Target sequence (P13612 whole entry, looked up): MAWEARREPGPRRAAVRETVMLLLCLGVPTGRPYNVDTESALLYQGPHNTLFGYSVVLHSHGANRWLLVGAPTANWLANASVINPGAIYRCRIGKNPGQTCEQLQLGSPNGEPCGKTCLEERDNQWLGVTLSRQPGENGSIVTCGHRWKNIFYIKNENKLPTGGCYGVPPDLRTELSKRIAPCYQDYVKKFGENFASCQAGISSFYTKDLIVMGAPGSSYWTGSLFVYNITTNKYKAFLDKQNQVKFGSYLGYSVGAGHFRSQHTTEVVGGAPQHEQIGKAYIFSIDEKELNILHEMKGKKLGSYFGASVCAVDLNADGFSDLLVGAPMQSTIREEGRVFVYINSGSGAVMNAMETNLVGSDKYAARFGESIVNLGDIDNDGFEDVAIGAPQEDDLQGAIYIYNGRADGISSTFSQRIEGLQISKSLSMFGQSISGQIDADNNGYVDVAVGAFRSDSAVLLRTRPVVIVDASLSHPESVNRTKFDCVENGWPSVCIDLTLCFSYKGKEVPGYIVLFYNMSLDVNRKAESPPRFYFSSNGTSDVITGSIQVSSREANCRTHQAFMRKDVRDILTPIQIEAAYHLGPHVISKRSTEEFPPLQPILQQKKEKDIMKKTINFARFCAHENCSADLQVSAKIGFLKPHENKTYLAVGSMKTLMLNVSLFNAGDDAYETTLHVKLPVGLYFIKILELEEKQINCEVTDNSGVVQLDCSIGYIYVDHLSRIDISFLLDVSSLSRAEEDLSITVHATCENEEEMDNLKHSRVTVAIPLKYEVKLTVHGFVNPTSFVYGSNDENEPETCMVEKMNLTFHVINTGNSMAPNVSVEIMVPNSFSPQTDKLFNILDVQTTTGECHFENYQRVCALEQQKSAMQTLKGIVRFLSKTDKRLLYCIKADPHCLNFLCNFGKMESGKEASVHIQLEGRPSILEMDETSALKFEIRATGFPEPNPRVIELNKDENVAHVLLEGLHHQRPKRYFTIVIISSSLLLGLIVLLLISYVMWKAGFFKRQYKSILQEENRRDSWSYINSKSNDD
LAP4 TOR yeast – yeast TOR pathway LAP4-GFP modulation; GFP response vs DMSO, % at 10 µM; hit rate 0.34% among 320,000; AID 2023; S. cerevisiae LAP4-GFP multiplex, flow cytometry GFP, 3 h; median GFP as percent of DMSO wells;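 active = GFP response vs DMSO above a set limit, about the screen mean plus 3 SD, cut at about 150% in these data; inconclusive = under 70 cell events counted for the yeast strain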
GASC-1 inh – blocks human GASC-1 demethylase activity. Q9H3R0. GST-JMJD2C(1-420) H3K9me3 demethylation, DELFIA europium. inhibition, % at 2.35 µM. hit rate 0.069% among 330,000;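 active = more than half of a compound's replicate wells show inhibition beyond 50%, single wells judged on their own value; inconclusive = some, but no more than half, of replicates pass 50% inhibition; inactive = no replicate passes 50% inhibition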;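 note: signal counts dimethyl H3K9 product captured on neutravidin plate; 0% = median of DMSO wells and 100% = 0.3 times that DMSO median; strong numbers were not always called active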
GRK2 aptamer HTS – blocks RNA aptamer binding to human GRK2; bead flow cytometry, FAM-aptamer displacement from GRK2; inhibition of aptamer binding, % at 10 µM; hit rate 0.59% among 330,000;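 active = inhibition of aptamer binding above 40%, roughly 3 SD of noise, on plates passing a quality check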;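 note: median bead fluorescence of bound FAM aptamer so fluorescent compounds give negative values; no value below 0 was filed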
MEP2-GFP yeast – alters MEP2-GFP fluorescence in TOR pathway yeast screen; S. cerevisiae MEP2-GFP strain, flow cytometry GFP, 3 h; 100% = DMSO control level; AID 2016; hit rate 0.51% among 330,000; GFP response vs DMSO, % at 10 µM;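 active = GFP response versus DMSO above a set limit, roughly screen mean plus 3 SD, cut at about 180% in these data; inconclusive = fewer than 70 cells counted for a yeast strain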;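 note: median GFP fluorescence of the barcode-gated MEP2-GFP cells per well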
AGP1 TOR yeast – modulators of TOR pathway AGP1-GFP in S. cerevisiae | S. cerevisiae AGP1-GFP multiplex flow cytometry, 3 h; GFP as percent of DMSO wells | GFP response vs DMSO, % at 10 µM | hit rate 0.02% among 320,000 | AID 2066;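 active = GFP response relative to DMSO above a set limit, near screen average plus 3 SD, cut at about 150% in these data; inconclusive = fewer than 70 cells counted for the yeast strain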;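 note: median GFP channel fluorescence of the gated AGP1 strain per well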
CIT2 TOR yeast – modulators of TOR pathway CIT2-GFP in S. cerevisiae; GFP response vs DMSO, % at 10 µM; S. cerevisiae CIT2-GFP strain, flow cytometry, 3 h; 100 means same as DMSO wells; AID 2029; hit rate 0.065% among 320,000;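 active = GFP response relative to DMSO above a set limit, near the screen mean plus 3 SD, cut at about 150% in these data; inconclusive = Fewer than 70 cells measured for a yeast strain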;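 note: ratio of well median GFP fluorescence to mean of DMSO wells on the plate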
RPL19A-GFP yeast – yeast TOR pathway RPL19A-GFP modulation; S. cerevisiae RPL19A-GFP strain, flow cytometry, 3 h; stronger effect = lower value; percent response vs DMSO, % at 10 µM; hit rate 0.3% among 330,000;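 active = percent response vs DMSO below 50%; inconclusive = fewer than 70 events counted for the yeast strain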;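 note: median channel GFP fluorescence of the barcoded RPL19A-GFP strain; ratio of sample median GFP to plate DMSO average so 100% = DMSO; lower means less RPL19A-GFP as with rapamycin TOR inhibition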
Starred values were filed as active, the others as inactive; ? = inconclusive; . = no result given; & = joins results of further samples.

SMILES	VLA-4 inh	LAP4 TOR yeast	GASC-1 inh	GRK2 aptamer HTS	MEP2-GFP yeast	AGP1 TOR yeast	CIT2 TOR yeast	RPL19A-GFP yeast
Cn1c(=O)c2cc(S(=O)(=O)NCCC(=O)NCCc3ccc(Cl)cc3)ccc2n(C)c1=O	3	97	1	2	100	96	93	94
CCC1COC(c2cccn2Cc2ccccc2Cl)=N1 (centres undefined)	6	87	-3	1	97	100	101	107
COc1ccc(CCN2CC(C(=O)NCCN3CCNC3=O)CCC2=O)cc1 (centres undefined)	-2	93	.	1	103	102	103	101
CC1CC(=O)C2=C(C1)OC(N)=C(C#N)C2c1coc2ccccc2c1=O (centres undefined)	1	108	2	0	106	102	104	110
O=C(COC(=O)c1cccnc1Cl)Nc1ccccc1OC(F)F	13	99	12	0	108	86	96	94
NS(=O)(=O)c1cccc(NC(=O)COC(=O)CCc2ccccc2)c1	-12	89	-4	1	94	92	105	94
C(=N\Nc1nc2ccccc2[nH]1)/c1cccc2nccnc12	10	106	3	0	94	107	96	97
Cc1cccc(C)c1N(CC(=O)NCc1ccco1)C(=O)CNS(=O)(=O)c1ccc(F)cc1	2	106	-3	0	131	97	106	99
COC(=O)c1sc(-c2cccs2)cc1NC(=O)/C=C/C(=O)O	11	111	6	0	95	100	91	103
CC(C)(C)n1ncc2c(=O)n(CC(=O)Nc3ccc4c(c3)OCO4)cnc21	0	107	4	3	94	100	104	98
CC(NC(=O)CCSCc1ccccc1F)c1ccccc1 (centres undefined)	-9	106	1	7	107	105	104	104
Cn1c(SCC(=O)Nc2ccc(F)cc2F)nnc1-c1cccnc1	-1	104	-6	7	100	100	100	100
C/C(=N/NC(=O)CNC(=O)c1cccnc1)c1cccc([N+](=O)[O-])c1	2	96	-5	4	97	99	104	96
O=C(Cc1ccc(-n2c(=S)[nH]c3ccccc3c2=O)cc1)N1CCC(N2CCCCC2)CC1	-4	107	1	3	114	112	100	104
C/C(CC(=O)Nc1ccc(F)cc1)=N\NC(=O)COc1ccccc1	1	101	-14	2	97	115	87	95
CCN(CC)C(=O)C[n+]1ccc(C(N)=O)cc1	5	98	-13	0	104	93	96	103
O=C(COc1ccc(Cl)cc1)NCc1nnc(SCC(=O)NC2CCCC2)o1	16	98	17	2	101	.	83	87
COc1ccccc1NC(=O)C(CC=C(Cl)Cl)C(C)=O (centres undefined)	-25	99	34	0	102	100	98	97
CCSc1ccc(/C(N)=N/OC(=O)c2cccs2)cn1	1	98	-1	0	103	112	138	97
COC(=O)[C@H](CCSC)NC(=O)Cn1ccc(N)nc1=O	-11	105	7	1	102	107	110	100
COc1ccc(C(=O)Nc2ccc(NC(=O)c3cccs3)cn2)cc1	11	102	3	0	106	106	99	103
O=C(CNc1cc(S(=O)(=O)N2CCOCC2)ccc1NCC1CCCO1)Nc1ccc(C(F)(F)F)cc1 (centres undefined)	2	101	3	3	107	102	95	103
CCCCC(=O)Nc1ccc(NC(=O)c2cccnc2)cn1	-6	95	-3	2	99	99	107	101
CNS(=O)(=O)c1cccc(C(=O)OCC(=O)NCc2ccccc2)c1	1	92	5	0	90	96	90	93
COc1cc([N+](=O)[O-])c(OC)cc1SCc1n[nH]c(=S)n1-c1ccc(F)cc1	7	97	7	1	98	100	101	97
CN(CC(=O)Nc1cccc(F)c1)C(=O)c1cccnc1Sc1ccc(Cl)cc1	2	100	8	2	133	97	96	92
CCc1cccc(NC(=O)CCNC(=O)Cn2ccc3ccccc3c2=O)c1	-3	98	2	3	95	95	92	95
CCOc1ccc(NC(=O)C2=C(C)NC(=S)NC2c2ccc(O)c(OC)c2)cc1 (centres undefined)	-13	97	-4	1	113	104	100	103
CC(=O)Nc1ccc(S(=O)(=O)NNC(=O)CCC(=O)Nc2cc(C)ccc2C)cc1	-4	102	13	1	97	98	93	100
N/C(CC(=O)Nc1ccc(F)c(Cl)c1)=N\OC(=O)c1cccs1	1	100	-27	0	100	104	93	106
Cn1nc(NC(=O)CC(C)(C)CC(=O)O)c2ccccc21	2	110	-15	0	106	112	115	105
CCn1cc(C(=O)OCC(=O)c2ccc(Cl)cc2)c(=O)c2ccc(C)nc21	6	105	9	3	100	97	92	94
COc1ccc(NC(=O)COC(=O)C23CCC(=O)N2c2ccccc2S3)cc1 (centres undefined)	31	95	0	1	101	101	90	100
Cn1cnnc1SCC(=O)NCCc1ccccc1	24	93	9	0	106	96	87	97
O=C(Nc1ccc([N+](=O)[O-])cn1)c1ccc2c(c1)OCO2	1	104	9	4	110	105	100	108
CSc1ccccc1C(=O)NCCc1ccc(S(=O)(=O)N2CCCCC2)cc1	7	110	-14	0	110	109	101	102
CCN1C(=O)N[C@@H](CCc2ccccc2)C(C(=O)OC)=C1C	-4	136	1	4	95	88	107	99
CC(CN1c2ccccc2Sc2ccccc21)N(C)C (centres undefined)	6	123	3	2	90	90	98	94
COc1cc(OC)cc(-c2cc3ccc(OC)cc3cn2)c1	-1	105	12	0	83	82	86	96
Cc1ccc(C)c(C(=O)Nc2c(C(N)=O)oc3ccccc23)c1	32	86	-3	2	90	89	89	104
Cc1ccc(NCc2ccc(O)c3ncccc23)cc1	8	94	0	0	107	107	122	106
COc1ccc(CN2CCN(C(=O)c3ccc(F)cc3)CC2)c(OC)c1	12	97	-16	2	99	97	99	103
Cc1cc(C)n(CCC(=O)N=Nc2c(O)[nH]c3ccc(Br)cc23)n1	6	102	3	1	115	107	105	106
C/C(CC1CC(COCC(C)C)OC1=O)=N\Nc1nc(-c2ccccc2)cs1 (centres undefined)	9	100	0	1	107	105	102	100
COc1cc(/C=C/c2cc(OC(C)=O)c3ccccc3n2)c(OC(C)=O)c([N+](=O)[O-])c1	-17	101	-1	13	101	104	.	105
COC(=O)c1ccc(C(=O)Nc2ccc3c(c2)C(=O)NC3=O)cc1	-73	88	-3	3	106	103	108	108
Cc1c(Cc2ccccc2)c(=O)oc2cc(OC(C)C(=O)NCC3CCC(C(=O)O)CC3)c(Cl)cc12 (centres undefined)	-2	110	11	0	110	98	98	98
O=[N+]([O-])c1ncccc1Oc1nc(-c2cccnc2)nc2ccccc12	4	76	-3	0	100	93	103	97
O=C(CN1CCN(Cc2ccccc2)CC1)NCc1ccc(Cl)cc1	-6	97	-9	4	104	102	102	99
CCCCNCC(=O)Nc1ccc(NC(=O)CNCCCC)cc1	7	.	3	0	94	87	84	89
O=C(O)CC(NCc1ccco1)C(=O)Nc1cccc(O)c1 (centres undefined)	13	104	7	3	102	99	96	99
O=C(c1ccc(C#CC2(O)CCCCC2)cc1)N1CCN(Cc2ccccc2)CC1	1	114	13	3	109	97	114	99
CC(=O)CSc1nc2ccccc2s1	-10	103	-7	1	105	111	117	110
COCCn1c(SCC(=O)Nc2sc(C)c(C)c2C#N)nnc1-c1ccc(OC)cc1	3	91	-2&1	1	90	102	100	98
CN(Cc1ccccc1)C(=O)c1oc(=O)c2ccccc2c1-c1ccccc1	10	81	12	1	76	89	90	99
CN(C(=O)CSc1nnc(N)s1)C1CCCCC1	-7	92	-2	3	109	102	.	109
COc1ccc(-n2cnnc2SCC(=O)Nc2cccnc2Cl)cc1	8	104	24	0	110	105	102	97
COc1ccc(C(=O)c2ccccc2)c(OCC(=O)NC2CC2)c1	-2	120	17	0	135	73	90	61
CC(OC(=O)c1cc(S(=O)(=O)N(C)c2ccccc2)ccc1Cl)C(=O)Nc1ccc2c(c1)OCCO2 (centres undefined)	-2	99	-16	3	93	122	84	95
O=C(CCC1CCCCC1)Nc1ccc(S(=O)(=O)Nc2nccs2)cc1	-8	97	-2	16	99	104	102	99
Next part.
SMILES	VLA-4 inh	LAP4 TOR yeast	GASC-1 inh	GRK2 aptamer HTS	MEP2-GFP yeast	AGP1 TOR yeast	CIT2 TOR yeast	RPL19A-GFP yeast
CCc1ccc(N2CN(Cc3ccco3)CNC2=S)cc1	-8	105	.	0	94	103	97	100
O=C(Cn1nc(Cc2cccnc2)c2ccccc2c1=O)NCCCN1CCCC1=O	5	103	4	0	116	107	107	102
COc1ccccc1N1CCN(C2CCCN(S(=O)(=O)c3ccc(C)cc3)C2)CC1 (centres undefined)	-16	86	1	0	104	101	119	103
CC(=O)Nc1nc(C)nc(-c2ccccc2)c1C(C)=O	32	111	-19	8	108	106	96	103
CS(=O)(=O)c1ccc(Cl)c(NC(=O)c2cccc(Br)c2)c1	0	106	-7	0	108	103	101	105
CC1(C(=O)OCC(=O)Nc2ccccc2Cl)CC1(Cl)Cl (centres undefined)	-2	88	0	0	83	94	87	99
CC(=O)NC(Cc1ccccc1F)C(=O)NC1CCN(C(=O)NCc2ccccc2)CC1 (centres undefined)	-5	91	11	0	104	105	108	103
CCCCn1c(-c2ccc(OC)cc2)nc2c(=O)n(C)c(=O)[nH]c21	4	113	-12	0	113	115	105	110
CC(C(=O)O)n1nc2ccccc2n1 (centres undefined)	2	118	0	0	?	?	?	104
Cc1cc(C)n(CC(=O)N/N=C/c2c[nH]c3ccccc23)n1	12	115	0	1	105	110	99	100
CN(C)/C=C1\N=C(c2ccc(Cl)cc2Cl)OC1=O	-31	129	2	3	116	103	94	109
Cc1ccc(N2CCN(S(=O)(=O)c3ccc(Cl)s3)CC2C)cc1 (centres undefined)	-11	88	18	0	108	95	102	99
COCCOc1nc2ccccc2nc1C	10	83	24	0	85	92	88	93
CC(C)NC(=O)C1CCN(C2CCN(C(=O)c3scc4c3CCCC4)CC2)CC1	4	88	-22	0	93	95	101	94
O=C(COc1cccc2ccccc12)N/N=C/c1ccco1	3	97	-3	4	93	89	90	89
CCCCC(=O)N(c1ccc(C)c(C)c1)C1C=CS(=O)(=O)C1 (centres undefined)	-9	99	5	0	101	106	104	101
COc1ccc(/C(O)=C2/C(=O)C(=O)N(CCCN3CCOCC3)C2c2ccc(OC)cc2)cc1 (centres undefined)	17	89	-5	0	104	94	98	98
C/C(=N/NC(=O)c1ccoc1C)c1cccc(NC(=O)C2CC2)c1	0	101	3	0	103	102	98	103
Clc1ccc(Cn2nnc(-c3ccccc3)n2)cc1	8	107	11	0	100	96	87	97
N#Cc1ccc(CN2CCN(CC(=O)NCCc3ccc(Cl)cc3Cl)CC2)cc1	9	90	6	0	100	98	104	100
CNC(=O)c1c(NC(=O)CCS(=O)(=O)c2ccccc2)sc2c1CCN(C(=O)OC)C2	-22	103	-2	30	106	105	108	101
CN1CC(C(=O)O)Cc2c1ccc1ccccc21 (centres undefined)	-5	114	4	3	93	104	96	98
Cc1ccc(S(=O)(=O)NCC(=O)Nc2cccnc2)cc1C	-13	98	7	0	96	102	96	98
COc1ccc(C2(CNC(=O)c3cccc([N+](=O)[O-])c3)CCOCC2)cc1OC	-18	111	-3	4	104	105	97	106
Cc1nn(-c2ccccc2)c(Cl)c1C1C(C#N)=C(N)Oc2n[nH]c(C)c21 (centres undefined)	4	102	-19	0	123	96	91	98

Complete entries, looked up by structure:
Cn1cnnc1SCC(=O)NCCc1ccccc1 in the list: VLA-4 inh = 24; LAP4 TOR yeast = 93; GASC-1 inh = 9; GRK2 aptamer HTS = 0; MEP2-GFP yeast = 106; AGP1 TOR yeast = 96; CIT2 TOR yeast = 87; RPL19A-GFP yeast = 97
COC(=O)c1ccc(C(=O)Nc2ccc3c(c2)C(=O)NC3=O)cc1 in the list: VLA-4 inh = -73; LAP4 TOR yeast = 88; GASC-1 inh = -3; GRK2 aptamer HTS = 3; MEP2-GFP yeast = 106; AGP1 TOR yeast = 103; CIT2 TOR yeast = 108; RPL19A-GFP yeast = 108

Compound activity as filed in PubChem.
